# KLF5 inh – suppresses KLF5 promoter-driven expression; AID 1700; DLD-1 KLF5 promoter-luciferase reporter, luminescence; 0.23% of 290,000 active; inhibition, % at 5 µM;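 active = inhibition above a per-plate limit of that plate's mean compound inhibition plus 3 SD, cut at about 60% in these data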;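 note: 0% = DMSO wells and 100% = LY294002 at 200 µM; higher means less KLF5 promoter-driven luciferase light; inactives centre near -14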
# TRPC4 agonist – activators of mouse TRPC4 channel. 0.49% of 310,000 active. Q9QUQ5. AID 2237. B-score at 10 µM. HEK293 TRPC4beta/mu-opioid, Fluo4 calcium fluorescence; active compounds read high;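 active = B-score above 5 SD of library B-scores, and initial fluorescence ratio not above library mean plus 5 SD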;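 note: positive B-score marks a calcium rise read as TRPC4 activation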
#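 Incubation: 45 min room-temperature Fluo4 loading, 110 s read / System: HEK293 cells stably co-expressing mouse TRPC4beta and mu-opioid receptor / Signal: Fluo4 fluorescence, kinetic / Control set: buffer (low) and maximal DAMGO (high) / Measure: integrated baseline-normalised fluorescence ratio, converted to per-well B score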
# aSyn 5UTR inh – MLPCN primary screen, SNCA 5' untranslated region. 0.82% of 300,000 active. AID 1813. alpha-synuclein 5'UTR reporter, inhibitor activity. inhibition, % (tested at 7.5 µM); in the data active = inhibition above about 60%;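 note: H4 neuroglioblastoma cells stably carrying SNCA 5'UTR luciferase fusion; 0% = DMSO wells and 100% = positive control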
# TRPC4 potent – allosteric potentiators of mouse TRPC4 channel | HEK293 TRPC4beta/mu-opioid, DAMGO EC20, Fluo-4 Ca2+ flux; active compounds read high | B-score at 10 µM | 0.42% of 310,000 active | Q9QUQ5;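 active = B-score of calcium response area above 5 SD of library B-scores, with initial fluorescence ratio within 5 SD of library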;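 note: B-score of integrated fluorescence ratio over time as area under calcium response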
# MrgX1 antag – antagonists of human MrgX1 receptor; Q96LB2; MRGX1-HEK293 calcium flux, Fluo-4, BAM8-22 antagonism; active compounds read low; B-score at 10 µM; 1.3% of 310,000 active; AID 588676;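 active = calcium-response B-score plate-corrected more than 3 library SD below zero, starting fluorescence within 5 deviations, no agonist response on first addition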;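 note: peak minus trough fluorescence over baseline after final BAM8-22 challenge near maximal dose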
# HIF act – HIF pathway transcriptional activation; activation, % at 7.5 µM (by protocol); 0.32% of 300,000 active; U2OS HRE-luciferase reporter, luminescence; normalized: DMSO 0%, desferrioxamine 100%; AID 1910;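 active = mean activation of at least 10% of the iron chelator positive control signal, with at least half of replicates also reaching 10%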
# TRPC6 activator – activates the mouse TRPC6 cation channel. 0.13% of 310,000 active. B-score at 10 µM. HEK293-TRPC6 membrane potential dye fluorescence; active compounds read high. Q61143. AID 2550;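 active = B-score of the integrated fluorescence ratio above library mean plus 3 SD, and starting fluorescence ratio within library mean plus 5 SD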;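 note: higher score means more depolarization so channel activation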
# Target sequence (Q61143 whole entry, looked up): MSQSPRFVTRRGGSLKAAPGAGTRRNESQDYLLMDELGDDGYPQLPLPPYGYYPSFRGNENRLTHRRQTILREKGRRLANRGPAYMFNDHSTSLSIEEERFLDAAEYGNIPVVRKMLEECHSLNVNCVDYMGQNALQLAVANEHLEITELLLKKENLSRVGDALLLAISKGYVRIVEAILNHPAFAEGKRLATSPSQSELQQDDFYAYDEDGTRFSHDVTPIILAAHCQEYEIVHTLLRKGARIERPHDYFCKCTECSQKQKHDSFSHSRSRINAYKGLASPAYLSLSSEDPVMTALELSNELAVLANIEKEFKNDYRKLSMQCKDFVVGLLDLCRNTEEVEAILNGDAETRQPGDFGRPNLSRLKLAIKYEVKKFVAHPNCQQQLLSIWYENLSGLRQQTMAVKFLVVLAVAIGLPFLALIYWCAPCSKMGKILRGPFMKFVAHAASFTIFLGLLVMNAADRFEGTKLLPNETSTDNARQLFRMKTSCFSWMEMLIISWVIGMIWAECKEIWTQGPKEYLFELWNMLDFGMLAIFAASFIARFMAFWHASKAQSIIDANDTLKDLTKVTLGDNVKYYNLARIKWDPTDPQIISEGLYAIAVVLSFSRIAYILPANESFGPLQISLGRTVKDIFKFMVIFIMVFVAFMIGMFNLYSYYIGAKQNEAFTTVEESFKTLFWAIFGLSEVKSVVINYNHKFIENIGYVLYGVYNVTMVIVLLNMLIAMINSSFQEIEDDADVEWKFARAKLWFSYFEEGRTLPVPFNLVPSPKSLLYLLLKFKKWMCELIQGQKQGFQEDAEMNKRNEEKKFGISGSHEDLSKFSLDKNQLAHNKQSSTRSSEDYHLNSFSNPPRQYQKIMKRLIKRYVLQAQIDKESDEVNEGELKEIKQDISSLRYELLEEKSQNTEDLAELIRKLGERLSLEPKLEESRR
# SKKanGAS inh – blocks kanamycin growth of S. pyogenes SKKanGAS strain | BacTiter-Glo, 6 h | inhibition, % at 7.5 µM | 1.3% of 300,000 active;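 active = mean replicate score, as percent of positive control median, at least 50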;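 note: strain carries kanamycin resistance gene driven by streptokinase promoter and grows in 40 µg/ml kanamycin; loss of luminescence reflects streptokinase promoter inhibition or plain growth inhibition; 0% = median of DMSO wells and 100% = positive control at its reference dose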
# TRPC6 inhibitor – inhibitors of mouse TRPC6 channel | B-score at 10 µM | HEK293-TRPC6, membrane potential dye, ACh-evoked depolarization; active compounds read low | Q61143 | 1.1% of 310,000 active | AID 2553;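 active = B-score under library mean minus 3 SD, initial fluorescence not abnormally high, positive integrated signal ratio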;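 note: B-score derived from integrated fluorescence ratio over the kinetic read; more negative B-score means stronger inhibition of depolarization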
# TRPC4 block – inhibitors of mouse TRPC4 channel. Q9QUQ5. HEK293 TRPC4beta/mu-opioid, DAMGO-evoked Fluo4 calcium flux; active compounds read low. B-score at 10 µM. 0.39% of 300,000 active. AID 2247;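 active = B-score over 3 SD under the library average, no early fluorescence shift, positive overall ratio signal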
#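 Assay system: HEK293 cells with stable TRPC4beta plus mu-opioid receptor expression; Probe or stimulus: DAMGO in two steps, submaximal then maximal; Dosing: single-point compound dosing; Measured by: Fluo4 calcium-dye fluorescence, kinetic read; Read-out basis: B score from integrated Fluo4 fluorescence ratio.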
# IEC-6 tox – IEC-6 cytotoxicity, counter-screen for KLF5 inhibitors | luminescence viability | AID 1825 | inhibition, % at 5 µM | 0.78% of 290,000 active; in the data active = inhibition above about 22%;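 note: 0% = plate median of test compound wells and 100% = cytotoxic reference compound wells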
# Numbers without * were called inactive; i = inactive; x = not tested or not shown.
SMILES,KLF5 inh,TRPC4 agonist,aSyn 5UTR inh,TRPC4 potent,MrgX1 antag,HIF act,TRPC6 activator,SKKanGAS inh,TRPC6 inhibitor,TRPC4 block,IEC-6 tox
O=C(NCCC1=CCCCC1)C1CCN(c2nnc(-n3cccc3)s2)CC1,9,i,1,i,i,-0.1,i,0,i,i,0
NC(=O)CCn1nc(-c2ccc(Cl)cc2)c2ccccc2c1=O,-1,i,42,i,i,-0.6,i,0,i,i,5
CCC1=NN2C(=N)/C(=C\c3cccn3-c3c(C)cccc3C)C(=O)N=C2S1,-4,i,-25,i,i,-0.3,i,44,i,i,2
O=C(NCC1(c2ccccc2)CCCC1)c1ccc(Br)o1,-15,i,-4,i,i,-0.5,i,4,i,i,6
CCn1nc(NC(=O)c2ccco2)c2cc3cc(C)ccc3nc21,-21,i,-1,i,i,0.4,i,-3,i,i,2
O=C(O)C1C2CCC(O2)C1C(=O)NCc1ccc(Cl)cc1 (stereo unspecified),-8,i,16,i,i,-0.2,i,-2,i,i,10
Cc1cc(C)c(NC(=O)CS(=O)CC(=O)N2CCN(c3ccc(F)cc3)CC2)c(C)c1 (stereo unspecified),-43,i,28,i,i,0.0,i,-19,i,i,-2
CN(C)/C=C1/Sc2ccccc2C1=O,-15,i,-14,i,i,-0.2,i,-1,i,i,-1
O=C(CC1Nc2ccccc2NC1=O)NC1CCCCC1 (stereo unspecified),-32,i,-10,i,i,0.7,i,x,i,i,1
O=C(Nc1ccccc1F)c1ccc2nc(N3C(=O)CCC3=O)sc2c1,-30,i,-117,i,i,1.2,i,3,i,i,-10
CC(=O)OCC1(C)CN(c2ccccc2)NC1=O (stereo unspecified),-4,i,11,i,i,-0.2,i,5,i,i,0
CCCN(CCC)S(=O)(=O)c1ccc(C(=O)NNC(=O)c2cc(OC)c(OC)c(OC)c2)cc1,-14,i,3,i,i,-0.3,i,-3,i,i,-4

# Overlap with the part before: two entries, then new ones.
SMILES,KLF5 inh,TRPC4 agonist,aSyn 5UTR inh,TRPC4 potent,MrgX1 antag,HIF act,TRPC6 activator,SKKanGAS inh,TRPC6 inhibitor,TRPC4 block,IEC-6 tox
CC(=O)OCC1(C)CN(c2ccccc2)NC1=O (stereo unspecified),-4,i,11,i,i,-0.2,i,5,i,i,0
CCCN(CCC)S(=O)(=O)c1ccc(C(=O)NNC(=O)c2cc(OC)c(OC)c(OC)c2)cc1,-14,i,3,i,i,-0.3,i,-3,i,i,-4
COc1ccc(/C=N/Nc2ccc(C(=O)O)cc2)cc1OC,-93,i,-45,i,i,-0.8,i,-3,i,i,6
COc1ccc(N(C(=O)Nc2ccc(Cl)cc2)C2=NCCC2)cc1,-29,i,-14,i,i,0.7,i,-1,i,i,0
Cc1nn(-c2ccc(F)cc2)c(C)c1CN1CCN(CCc2ccccc2)C(CCO)C1 (stereo unspecified),-20,i,7,i,i,0.0,i,0,i,i,-1
C=C1CC(C(=O)N/N=C/c2ccc(O)cc2)C1,-35,i,-4,i,-5.9*,0.3,i,-5,i,i,10
CCOC(=O)Cc1csc(NC(=S)NC(=O)CC(C)C)n1,-11,i,-15,i,i,-0.2,i,-10,i,i,5
Cc1cc(C)c(S(=O)(=O)n2c([N+](=O)[O-])cnc2C)c(C)c1,7,i,43,i,i,0.0,i,4,i,i,2
Cc1c(C(=O)/C=C/N(C)C)nnn1-c1ccc(Cl)cc1Cl,-25,i,-9,i,i,-0.1,i,-1,i,i,2
CC(C)C(NC(=O)c1c(F)cccc1F)C(=O)NCC(c1ccccc1)N(C)C (stereo unspecified),-21,i,-10,i,i,0.3,i,7,-5.1*,i,15
CSc1ccc(S(=O)(=O)Nc2ccc(N3CCOCC3)c(Cl)c2)cc1,-3,i,15,i,i,-0.3,i,-1,i,i,1
O=C(CSc1nc(O)cc(=O)n1-c1ccccc1)Nc1nc2ccccc2s1,-49,i,-58,i,i,1.4,i,26,i,i,-4
CCOC(=O)c1ccc(NCc2ccc3c(c2)OCO3)cc1,-22,i,-36,i,i,0.7,i,3,i,i,6
Cc1cc(C)c(S(=O)(=O)NCCc2cc3ccc(C)c(C)c3[nH]c2=O)c(C)c1,2,i,21,i,i,-0.3,i,-6,i,i,0
O=C(NCCN1CCOCC1)C(=O)NCc1ccc2c(c1)OCO2,-20,i,2,i,i,-0.2,i,1,i,i,2
COc1ccc(NC(=O)c2ccc(C(=O)Nc3ccc(OC)cc3OC)cc2)c(OC)c1,-8,i,18,i,i,-0.4,i,2,i,i,-6
Cc1ccc(-c2nn(-c3ccc(F)cc3)cc2C(=O)NCC(c2cccs2)N2CCOCC2)cc1 (stereo unspecified),x,i,-9,i,i,0.5,i,6,i,i,x
N#CC1=C2SCCN2C(=O)C(C#N)C12CCCCC2 (stereo unspecified),-25,i,-15,i,i,-1.3,i,-7,i,i,-4
Clc1ccccc1CNCc1ccncc1,-39,i,5,i,i,0.4,i,4,i,i,4
CCOc1ncccc1C(=O)OCc1ccc(Cl)cc1,-19,i,8,i,i,0.1,i,-4,i,i,-6
O=c1cnnc(Nc2ccccc2F)[nH]1,-10,i,-10,i,i,-0.4,i,10,i,i,-4
Cc1ccc(NC2=C(Cl)C(=O)OC2OC(=O)c2ccccc2C)cc1 (stereo unspecified),-35,i,-25,i,x,0.2,i,66*,i,i,4
CCCCn1c(Cn2nc(C(=O)O)c3ccccc3c2=O)nc2cc(S(N)(=O)=O)ccc21,-14,i,2,i,i,-0.1,i,-2,i,i,-5
COC(=O)c1ccc2c(c1)N(C)S(=O)(=O)c1cnc(SCC(=O)C(C)(C)C)nc1-2,-9,i,1,i,i,-0.5,i,5,i,i,-1
CCOC(=O)C1(Cc2cccc(OC)c2)CCN(Cc2cccc(O)c2)CC1,2,i,-12,i,i,-0.6,i,5,i,-8*,3
O=C(NC1=NCCS1)c1cccc(F)c1,x,i,-40,i,i,1.7,i,3,i,i,x
O=C(CNC(=O)c1sc2ccccc2c1Cl)NCc1cccnc1,-13,i,-1,i,i,0.4,i,-4,i,i,3
C/C(=N/OCO/N=C(\C)c1ccccc1)c1ccccc1,-25,i,42,i,i,-0.5,i,-6,i,i,-2
O=C(CCc1ccc(S(=O)(=O)N2CCOCC2)cc1)Nc1ccc2c(c1)OCCO2,-26,i,-4,i,i,-1.3,i,-6,i,i,0
COc1ccc(C(=O)COC(=O)CCNS(=O)(=O)c2ccc(NC(C)=O)cc2)c(OC)c1,x,i,-5,i,i,1.8,i,13,i,i,x
COc1ccc(C(=O)Nc2ccc3c(c2)OCCO3)cc1[N+](=O)[O-],-51,i,-94,i,i,1.1,i,-6,i,i,5
O=C(O)c1ccc(N2CCN(C(c3ccccc3)c3ccccc3)CC2)c([N+](=O)[O-])c1,-27,i,-11,i,i,-0.7,i,23,i,i,-8
CC(Sc1nccn1C)C(=O)Nc1ccccc1 (stereo unspecified),-11,i,-2,i,i,-0.1,i,-2,i,i,1
CCn1c(=O)c2ccccc2n(Cc2ccc([N+](=O)[O-])cc2)c1=O,0,i,29,i,i,-26,i,0,i,i,-5
CN(C)c1ccc(/C=C2\NC(=S)N(Cc3ccccc3)C2=O)cc1,-20,i,-1,14*,i,0.4,22*,10,i,i,4
COc1cc2c(cc1NC(=O)c1cccc(F)c1)CCCC2,6,i,-76,i,i,0.8,i,-2,i,i,1
COc1cccc(NC(=O)c2ccc(-n3cccn3)nc2)c1,-28,i,-25,i,i,1.5,i,-9,i,i,3
COc1cccc(OCc2cc(C(=O)N3CCCC3c3ccccn3)no2)c1 (stereo unspecified),-96,i,-84,i,i,2.3,i,1,i,i,7
COc1ccccc1CNC(=O)C(=O)NCC1CCCN1S(=O)(=O)c1cccs1 (stereo unspecified),x,i,12,i,-4.8*,0.1,i,0,i,i,x
COc1ccccc1-c1c(C)oc2cc(OC(=O)c3ccco3)ccc2c1=O,5,i,24,i,i,-0.3,i,3,i,i,1
CCC(Sc1nnc(C)s1)C(=O)Nc1nccs1 (stereo unspecified),-23,i,4,i,i,-0.1,i,-2,i,i,0
CCCc1nc(SCC(=O)NC2CC2)c2c(C)c(C)sc2n1,-5,i,18,i,i,0.2,i,31,i,i,1
COc1ccc(NC(=O)CN(C)C(=O)CSCc2c(C)noc2C)cc1,x,i,12,i,i,-2.1,i,-7,i,i,x
CCOC(=O)C1=C(C)NC(C)=C(C(=O)OCC)C1C(=O)OCC(=O)N1CCC(C)CC1,-32,i,-21,i,i,-10,i,1,i,i,2
O=C1CSC(c2cn(-c3ccccc3)nc2-c2cc3ccccc3oc2=O)N1Cc1ccco1 (stereo unspecified),-17,i,28,i,i,-0.6,i,2,i,i,-3
Cn1c(N)c(C(=O)COC(=O)c2cc(-c3ccccc3)nc3ccccc23)c(=O)n(C)c1=O,x,i,4,i,i,-0.5,i,36,i,x,x
O=C(CSc1n[nH]c(=O)n1-c1cccnc1)Nc1ccccc1,-20,i,8,i,i,0.3,i,-5,i,i,-4
Nc1nc(CSc2ncn[nH]2)nc(Nc2ccc(F)cc2)n1,-23,i,-32,i,i,0.4,i,-16,i,i,2
Cc1ccc(NC(=O)C(C)N2C(=O)c3ccccc3C2=O)nc1 (stereo unspecified),-6,i,4,i,i,-0.3,i,-16,i,i,2
CC1CCN(C(=S)NC(=O)c2cccs2)CC1,-23,i,1,i,i,0.6,i,4,i,i,1
Cc1cc(C)cc(OC(C)C(=O)Nc2ccccc2C(=O)NCc2cccnc2)c1 (stereo unspecified),2,i,10,i,i,0.2,i,-14,i,i,1
Cc1cc(C)c(NC(=O)CCCC(=O)O)c(Cl)c1,-27,i,4,i,i,-0.2,i,5,i,i,-3
COc1ccc(Cn2c(=S)[nH]c3cc(C(=O)NCCCN4CCOCC4)ccc3c2=O)cc1,-23,i,-10,i,i,-0.2,i,0,i,i,2
COC(=O)[C@@H]1CCCN1C(=O)CCc1nnc(CCC2CCCCC2)o1,-43,i,-116,i,i,1.2,i,7,i,i,0
COc1ccc(-c2nc(-c3ccccn3)nc(N3CCN(C)CC3)c2C#N)cc1,-2,i,19,i,i,-0.2,i,5,i,i,5
Cc1cc(NC(=O)c2ccco2)c(=O)n(Cc2c(F)cccc2Cl)c1,-17,i,8,i,i,-0.3,i,-3,i,i,-1
COc1cc(C(=O)NC2CCCc3ccccc32)cc(OC)c1OC (stereo unspecified),-3,i,10,i,i,-0.8,i,1,i,i,-2
Cc1nc2ccc(F)cc2cc1C(=O)Nc1cccc(Cl)c1C,-5,i,-26,i,i,0.0,i,-4,i,i,-3

# Hits appear at their usual frequency; overall some 5.8% were active at least once.
